Screening results deposited in PubChem BioAssay by several laboratories.
GLD-1 TGE inh – GLD-1-TGE RNA interaction inhibition (C. elegans); Q17339; purified GLD-1 + fluorescein TGE RNA, fluorescence polarization; inhibition, % at 5.96 µM; 320,000 compounds, 0.44% hits; AID 2280;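 active = percent inhibition above a per-plate cutoff, the plate mean of test compounds plus 3 SD, cut at about 30% in these data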;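 also: 0% = DMSO wells with GLD-1 and probe and 100% = wells lacking GLD-1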
Target sequence (Q17339 whole entry, looked up): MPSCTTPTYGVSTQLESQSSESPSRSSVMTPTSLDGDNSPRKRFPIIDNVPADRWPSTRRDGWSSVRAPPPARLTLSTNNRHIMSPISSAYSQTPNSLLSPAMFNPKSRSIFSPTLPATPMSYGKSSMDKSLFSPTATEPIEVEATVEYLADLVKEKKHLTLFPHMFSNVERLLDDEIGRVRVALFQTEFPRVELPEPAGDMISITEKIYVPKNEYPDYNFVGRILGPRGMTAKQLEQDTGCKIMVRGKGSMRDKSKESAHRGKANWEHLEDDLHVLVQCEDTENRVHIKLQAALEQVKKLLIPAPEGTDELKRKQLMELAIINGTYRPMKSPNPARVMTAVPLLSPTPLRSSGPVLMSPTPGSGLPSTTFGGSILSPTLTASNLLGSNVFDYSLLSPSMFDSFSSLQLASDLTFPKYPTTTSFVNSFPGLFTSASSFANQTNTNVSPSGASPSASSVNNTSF
Fam108B inh – blocks mouse Fam108B hydrolase in RBBP9 counter-screen. inhibition, % at 9.51 µM. AID 1947. recombinant Fam108B, FP-Rh probe fluorescence polarization. 300,000 compounds, 0.33% hits;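 active = inhibition above the screen mean inhibition plus 3 SD, computed separately per campaign, cut at about 18% in these data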;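 also: inhibitors lower polarization as less probe binds the enzyme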
CIT2-GFP yeast – modulators of TOR pathway CIT2-GFP in S. cerevisiae; S. cerevisiae CIT2-GFP strain, flow cytometry, 3 h; 100 means same as DMSO wells; GFP response vs DMSO, % at 10 µM; 320,000 compounds, 0.065% hits; AID 2029;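 active = GFP response relative to DMSO above a set limit, near the screen mean plus 3 SD, cut at about 150% in these data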;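 also: ratio of well median GFP fluorescence to mean of DMSO wells on the plate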
BCLXL inh – inhibitors of human Bcl-xL | Q07817 | GST-Bcl-xL / FITC-Bim BH3 peptide fluorescence polarization | inhibition, % at 10.9 µM | 320,000 compounds, 0.7% hits | AID 2129;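 active = inhibition above the mean of all tested compounds plus 3 SD, cutoff set per campaign, cut at about 30% in these data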;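 also: 0% = DMSO wells and 100% = unlabeled Bim-BH3 peptide competitor; inhibitors lower millipolarization by displacing the labeled peptide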
Target sequence (Q07817 whole entry, looked up): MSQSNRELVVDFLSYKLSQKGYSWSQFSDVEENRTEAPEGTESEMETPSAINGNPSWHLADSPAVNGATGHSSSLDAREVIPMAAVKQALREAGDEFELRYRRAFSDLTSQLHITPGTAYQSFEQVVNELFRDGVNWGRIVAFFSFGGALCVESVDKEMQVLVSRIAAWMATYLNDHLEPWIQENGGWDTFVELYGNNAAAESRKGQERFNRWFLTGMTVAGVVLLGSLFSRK
MCL1-BIM inh – MCL1-BIM-BH3 interaction inhibition (human). Q07820. 320,000 compounds, 0.68% hits. inhibition, % at 10.9 µM. GST-MCL1 / FITC-Bim-BH3 fluorescence polarization;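 active = inhibition above the mean inhibition of all tested compounds plus 3 SD, set per campaign, cut at about 40% in these data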;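 also: 0% = DMSO wells and 100% = unlabeled Bim-BH3 peptide control; higher means more loss of mP so more displacement of Bim peptide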
Target sequence (Q07820 whole entry, looked up): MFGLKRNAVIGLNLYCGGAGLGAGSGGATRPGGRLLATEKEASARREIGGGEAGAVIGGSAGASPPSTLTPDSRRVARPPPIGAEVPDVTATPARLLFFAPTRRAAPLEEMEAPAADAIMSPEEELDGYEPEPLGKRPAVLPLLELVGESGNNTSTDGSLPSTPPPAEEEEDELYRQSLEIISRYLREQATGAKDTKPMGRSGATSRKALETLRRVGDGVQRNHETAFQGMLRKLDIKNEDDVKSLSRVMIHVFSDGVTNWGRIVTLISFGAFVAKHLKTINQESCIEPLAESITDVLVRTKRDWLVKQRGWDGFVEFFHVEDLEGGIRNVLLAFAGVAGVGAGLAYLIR
MEX-5 binding – C. elegans MEX-5 TCR-2 RNA binding activity; 300,000 compounds, 0.38% hits; Q9XUB2; activity score (negative = inhibition of binding), % at 10 µM; MEX-5/FITC-TCR2 RNA binding, fluorescence polarization; stronger effect = lower value;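 active = inhibition past about -25% in most replicates, and total fluorescence under double the plate's negative control median, limit read from the data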;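 also: 0% = DMSO and -100% = 5 µM competing unlabeled TCR2 RNA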
GRK2 inh – human GRK2 inhibition via aptamer displacement; P25098; bead flow cytometry, FAM-aptamer displacement from GRK2; inhibition of aptamer binding, % at 10 µM; 330,000 compounds, 0.59% hits;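 active = inhibition of aptamer binding above 40%, roughly 3 SD of noise, on plates passing a quality check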;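 also: median bead fluorescence of bound FAM aptamer so fluorescent compounds give negative values; no value below 0 was filed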
VLA-4 inh – inhibition in a human VLA-4 binding assay | P13612 | VLA-4 expressing cells, ligand binding flow cytometry | inhibition, % (about 7 µM as worked out from the volumes in the protocol) | 330,000 compounds, 0.2% hits; in the data active = inhibition above about 50%
AGP1-GFP MLPCN – modulators of TOR pathway AGP1-GFP in S. cerevisiae; 320,000 compounds, 0.02% hits; S. cerevisiae AGP1-GFP multiplex flow cytometry, 3 h; GFP as percent of DMSO wells; GFP response vs DMSO, % at 10 µM;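 active = GFP response relative to DMSO above a set limit, near screen average plus 3 SD, cut at about 150% in these data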;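 also: median GFP channel fluorescence of the gated AGP1 strain per well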
Active calls of the source: *.

Results for Cc1cc(NCc2ccco2)nc(N2CCC(C(=O)NC3CCCCC3)CC2)n1 ?
GLD-1 TGE inh: -3.6; Fam108B inh: 0.0; CIT2-GFP yeast: 101.5; BCLXL inh: 5.2; MCL1-BIM inh: 2.5; MEX-5 binding: -2.2; GRK2 inh: 0.0; VLA-4 inh: 23.1; AGP1-GFP MLPCN: 110.7

What do the screens show for `Cc1cc(C)n2nc(-c3cnn(C)c3C(F)(F)F)c(Cl)c2n1`?
GLD-1 TGE inh: 6.4; Fam108B inh: 2.3; CIT2-GFP yeast: 93.2; BCLXL inh: -4.2; MCL1-BIM inh: -6.6; MEX-5 binding: 1.0; GRK2 inh: 1.0; VLA-4 inh: 2.5; AGP1-GFP MLPCN: 100.1

Results for COc1ccc(NC(=O)c2ccco2)c([N+](=O)[O-])c1 ?
GLD-1 TGE inh: -0.6; Fam108B inh: 2.6; CIT2-GFP yeast: 93.3; BCLXL inh: 2.6; MCL1-BIM inh: 1.2; MEX-5 binding: 0.4; GRK2 inh: 0.0; VLA-4 inh: -3.9; AGP1-GFP MLPCN: 92.4

How did CC1=CC(C)(C)N2C(=O)C3(NCCc4c3[nH]c3ccccc43)c3cc(C)cc1c32 (centres undefined) do in these assays?
GLD-1 TGE inh: 8.4; Fam108B inh: 3.6; CIT2-GFP yeast: 100.1; BCLXL inh: 5.7; MCL1-BIM inh: 7.2; MEX-5 binding: -1.1; GRK2 inh: 37.0; VLA-4 inh: -0.4; AGP1-GFP MLPCN: 98.9

Results for Cc1ccccc1NC1=NC(=S)N(c2ccccc2)C12CCOC(C)(C)C2 (centres undefined) ?
GLD-1 TGE inh: 1.9; Fam108B inh: -4.7; CIT2-GFP yeast: 95.7; BCLXL inh: 1.2; MCL1-BIM inh: 3.8; MEX-5 binding: -1.6; GRK2 inh: 3.0; VLA-4 inh: -0.6; AGP1-GFP MLPCN: 103.3

Results for Cc1cccc(NC(=S)N(Cc2cccs2)Cc2cc3cc(C)cc(C)c3[nH]c2=O)c1 ?
GLD-1 TGE inh: 6.8; Fam108B inh: -4.4; CIT2-GFP yeast: 94.7; BCLXL inh: 8.4; MCL1-BIM inh: 14.1; MEX-5 binding: -1.8; GRK2 inh: 0.0; VLA-4 inh: 19.9; AGP1-GFP MLPCN: 97.0

How did N#Cc1cc(Sc2ccccn2)c(Sc2ccccn2)cc1C#N do in these assays?
GLD-1 TGE inh: 7.1; Fam108B inh: -4.0; CIT2-GFP yeast: 102.7; BCLXL inh: 5.4; MCL1-BIM inh: -3.0; MEX-5 binding: 0.7; GRK2 inh: 2.0; VLA-4 inh: 12.1; AGP1-GFP MLPCN: 110.1

Results for Cn1cc(C(=O)N/N=C/C(Br)=C/c2ccccc2)ccc1=O ?
GLD-1 TGE inh: 0.5; Fam108B inh: -5.0; CIT2-GFP yeast: 98.1; BCLXL inh: 1.9; MCL1-BIM inh: -0.8; MEX-5 binding: 1.6; GRK2 inh: 0.0; VLA-4 inh: 6.9; AGP1-GFP MLPCN: 96.6

Results for COc1cc(C2Nc3ccc4ccccc4c3C3=C2C(=O)CC(C)(C)C3)ccc1OC(C)C(=O)O (centres undefined) ?
GLD-1 TGE inh: 2.9; Fam108B inh: -3.2; CIT2-GFP yeast: 93.7; BCLXL inh: 6.2; MCL1-BIM inh: 6.5; MEX-5 binding: 0.0; GRK2 inh: 0.0; VLA-4 inh: 0.0; AGP1-GFP MLPCN: 97.5

How did Cc1cc2ncn(C(=O)N3CCC(C)CC3)c2cc1C do in these assays?
GLD-1 TGE inh: -1.9; Fam108B inh: -1.1; CIT2-GFP yeast: 91.0; BCLXL inh: 1.4; MCL1-BIM inh: -1.6; MEX-5 binding: 3.1; GRK2 inh: 2.0; VLA-4 inh: 13.4; AGP1-GFP MLPCN: 98.6

How did O=C(Cc1ccccc1F)NCC1(N2CCOCC2)CCCCC1 do in these assays?
GLD-1 TGE inh: -7.8; Fam108B inh: -0.3; CIT2-GFP yeast: 86.3; BCLXL inh: 4.0; MCL1-BIM inh: 3.7; MEX-5 binding: 1.4; GRK2 inh: 0.0; VLA-4 inh: -4.4; AGP1-GFP MLPCN: 99.4

How did Cc1cccc(N2CCN(C(=O)C3CCN(S(=O)(=O)N4CCOCC4)CC3)CC2)c1C do in these assays?
GLD-1 TGE inh: -4.3; Fam108B inh: 2.5; CIT2-GFP yeast: 92.4; BCLXL inh: -2.6; MCL1-BIM inh: 12.1; MEX-5 binding: 0.8; GRK2 inh: 3.0; VLA-4 inh: 5.7; AGP1-GFP MLPCN: 99.3

Results for Cc1ccc(S(=O)(=O)CCC(=O)OCC(=O)c2c(N)n(CC(C)C)c(=O)n(C)c2=O)cc1 ?
GLD-1 TGE inh: 4.0; Fam108B inh: 5.4; CIT2-GFP yeast: 107.7; BCLXL inh: -0.1; MCL1-BIM inh: 0.0; MEX-5 binding: 0.4; GRK2 inh: 0.0; VLA-4 inh: -3.9; AGP1-GFP MLPCN: 106.2

How did CCn1c(CNC(=O)c2ccccc2F)nnc1SCCOc1ccccc1 do in these assays?
GLD-1 TGE inh: 2.3; Fam108B inh: -1.7; CIT2-GFP yeast: 103.2; BCLXL inh: -6.0; MCL1-BIM inh: -6.4; MEX-5 binding: 2.6; GRK2 inh: 3.0; VLA-4 inh: -1.2; AGP1-GFP MLPCN: 103.0

What do the screens show for `CC(=O)c1sc(NC(=O)CN2C(=O)C3CC=CCC3C2=O)nc1-c1ccccc1` (centres undefined)?
GLD-1 TGE inh: 0.5; Fam108B inh: 0.3; CIT2-GFP yeast: 99.9; BCLXL inh: 5.1; MCL1-BIM inh: 6.3; MEX-5 binding: -0.7; GRK2 inh: 0.0; VLA-4 inh: -5.9; AGP1-GFP MLPCN: 109.6

What do the screens show for `Cc1ccccc1CSCCNC(=O)c1ccc(N(C)S(=O)(=O)c2ccccc2)cc1`?
GLD-1 TGE inh: 8.2; Fam108B inh: -15.4; BCLXL inh: 6.5; MCL1-BIM inh: 7.6; MEX-5 binding: 0.4; GRK2 inh: 1.0; VLA-4 inh: -0.1; AGP1-GFP MLPCN: 99.9

How did Cc1cc(OCC(=O)N(C)c2ccccc2)cc2c1C(=O)CC(C)(C)O2 do in these assays?
GLD-1 TGE inh: -0.7; Fam108B inh: 0.8; CIT2-GFP yeast: 93.7; BCLXL inh: 4.0; MCL1-BIM inh: -3.1; MEX-5 binding: -1.0; GRK2 inh: 5.0; VLA-4 inh: 0.3; AGP1-GFP MLPCN: 95.1

How did COc1ccc(S(=O)(=O)Cc2ccc(C(=O)NCCc3ccc(S(N)(=O)=O)cc3)o2)cc1 do in these assays?
GLD-1 TGE inh: 0.4; Fam108B inh: -4.0; CIT2-GFP yeast: 103.6; BCLXL inh: 5.8; MCL1-BIM inh: 5.3; MEX-5 binding: -0.1; GRK2 inh: 5.0; VLA-4 inh: -14.7; AGP1-GFP MLPCN: 105.9

What do the screens show for `Cc1cc(OCC(=O)N2CCOCC2)ccc1NC(=O)c1ccccc1C`?
GLD-1 TGE inh: 1.1; Fam108B inh: -2.9; CIT2-GFP yeast: 105.0; BCLXL inh: 2.1; MCL1-BIM inh: -1.6; MEX-5 binding: -2.3; GRK2 inh: 1.0; VLA-4 inh: -3.7; AGP1-GFP MLPCN: 104.3

What do the screens show for `NC(=O)NC(=O)CC1S/C(=N/N=C2/NC(=O)CS2)NC1=O` (centres undefined)?
GLD-1 TGE inh: 6.7; Fam108B inh: -4.5; CIT2-GFP yeast: 89.2; BCLXL inh: 1.0; MCL1-BIM inh: -2.7; MEX-5 binding: -5.2; GRK2 inh: 0.0; VLA-4 inh: -5.0; AGP1-GFP MLPCN: 99.2

How did CNS(=O)(=O)c1cccc(C(=O)OCC(=O)c2c(N)n(C)c(=O)n(C)c2=O)c1 do in these assays?
GLD-1 TGE inh: -6.5; Fam108B inh: 8.4; CIT2-GFP yeast: 110.8; BCLXL inh: 1.9; MCL1-BIM inh: 3.2; MEX-5 binding: -1.2; GRK2 inh: 1.0; VLA-4 inh: 2.6; AGP1-GFP MLPCN: 99.5

How did Cc1cc(C)cc(NS(=O)(=O)c2ccc(-c3cnc(C4CC4)o3)cc2)c1 do in these assays?
GLD-1 TGE inh: -6.4; Fam108B inh: -4.9; CIT2-GFP yeast: 122.0; BCLXL inh: 3.8; MCL1-BIM inh: 9.0; MEX-5 binding: -2.5; GRK2 inh: 3.0; VLA-4 inh: -0.8; AGP1-GFP MLPCN: 104.5

Results for CC(C)(C)NC(=O)NC(=O)CSc1nnc2ccccn12 ?
GLD-1 TGE inh: 8.0; Fam108B inh: 0.1; CIT2-GFP yeast: 96.8; BCLXL inh: -0.8; MCL1-BIM inh: 2.9; MEX-5 binding: -1.5; GRK2 inh: 2.0; VLA-4 inh: 6.8; AGP1-GFP MLPCN: 93.8

Results for CC(Sc1cnccn1)C(=O)O (centres undefined) ?
GLD-1 TGE inh: 11.4; Fam108B inh: 1.5; BCLXL inh: 3.4; MCL1-BIM inh: 7.9; MEX-5 binding: -0.4; GRK2 inh: 2.0; VLA-4 inh: 2.5; AGP1-GFP MLPCN: 88.9

What do the screens show for `O=C(NCC1CCCO1)c1ccc(COc2ccccc2Br)cc1` (centres undefined)?
GLD-1 TGE inh: 4.1; Fam108B inh: -3.6; CIT2-GFP yeast: 94.4; BCLXL inh: -0.6; MCL1-BIM inh: -0.2; MEX-5 binding: 1.9; GRK2 inh: 0.0; VLA-4 inh: 29.5; AGP1-GFP MLPCN: 86.9

How did COc1ccc(/C=N/Nc2cc(C)nc(NS(=O)(=O)c3ccc(C)cc3)n2)cc1 do in these assays?
GLD-1 TGE inh: -4.6; Fam108B inh: -1.6; CIT2-GFP yeast: 102.0; BCLXL inh: -0.6; MCL1-BIM inh: 6.6; MEX-5 binding: 2.9; GRK2 inh: 6.0; VLA-4 inh: 5.5; AGP1-GFP MLPCN: 103.0

What do the screens show for `CCOC(=O)CSC1=N/C(=C\c2cccnc2)C(=O)N1c1ccc(OC)cc1`?
GLD-1 TGE inh: 0.9; Fam108B inh: 1.6; CIT2-GFP yeast: 94.0; BCLXL inh: 2.3; MCL1-BIM inh: -3.7; MEX-5 binding: 0.6; GRK2 inh: 0.0; VLA-4 inh: 6.1; AGP1-GFP MLPCN: 92.5

How did CCOC(=O)N1CCN(C(=O)CCS(=O)(=O)c2ccc3c(c2)CCN3C(=O)CC)CC1 do in these assays?
GLD-1 TGE inh: 2.7; Fam108B inh: -1.0; CIT2-GFP yeast: 96.0; BCLXL inh: 4.1; MCL1-BIM inh: 5.3; MEX-5 binding: 0.5; GRK2 inh: 0.0; VLA-4 inh: -2.7; AGP1-GFP MLPCN: 92.5

Results for O=S(=O)(c1ccc2nc(-c3ccccc3)[nH]c2c1)N1CCN(c2cccc(Cl)c2)CC1 ?
GLD-1 TGE inh: -1.4; Fam108B inh: -3.1; CIT2-GFP yeast: 106.8; BCLXL inh: 1.8; MCL1-BIM inh: 3.7; MEX-5 binding: 1.5; GRK2 inh: 0.0; VLA-4 inh: -1.2; AGP1-GFP MLPCN: 104.6

How did COc1cc(OC)c2c(c1)C(=O)c1cc(OC)cc(OC)c1C2=O do in these assays?
GLD-1 TGE inh: 6.5; Fam108B inh: 0.7; CIT2-GFP yeast: 124.4; BCLXL inh: 5.2; MCL1-BIM inh: 11.7; MEX-5 binding: 0.6; GRK2 inh: 0.0; VLA-4 inh: -13.1

What do the screens show for `Cc1nc2scc(-c3cccs3)c2c(=O)n1-n1cccc1`?
GLD-1 TGE inh: 2.4; Fam108B inh: 6.4; CIT2-GFP yeast: 114.7; BCLXL inh: 0.1; MCL1-BIM inh: -5.0; MEX-5 binding: 2.5; GRK2 inh: 0.0; VLA-4 inh: 5.5
